# D2 PAM: HTS Assay for Positive Allosteric Modulators of the Human D2 Dopamine Receptor: Primary Screen for Potentiators; HEK293 T-REx D2, calcium flux, EC20 dopamine potentiation; potentiation, % at 10 µM; 0.34% of 340,000 active;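 active = potentiation over 3 SD above the plate norm, cut at about 30% in these data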; note: 0% is about no effect
# Target sequence (P14416 whole entry, looked up): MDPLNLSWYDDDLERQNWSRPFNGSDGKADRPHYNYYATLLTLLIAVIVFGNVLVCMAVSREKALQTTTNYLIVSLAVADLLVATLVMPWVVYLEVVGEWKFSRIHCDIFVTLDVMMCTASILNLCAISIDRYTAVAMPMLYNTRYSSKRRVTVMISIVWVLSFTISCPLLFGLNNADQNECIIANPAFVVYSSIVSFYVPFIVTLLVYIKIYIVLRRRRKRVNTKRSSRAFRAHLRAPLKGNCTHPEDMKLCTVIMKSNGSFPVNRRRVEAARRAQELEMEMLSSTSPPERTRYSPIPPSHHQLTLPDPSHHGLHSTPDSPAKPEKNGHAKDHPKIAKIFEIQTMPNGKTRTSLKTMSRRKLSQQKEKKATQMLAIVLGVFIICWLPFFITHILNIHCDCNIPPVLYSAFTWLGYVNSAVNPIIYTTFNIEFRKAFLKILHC
#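 Tetracycline-induced Hek293 Trex D2 cells, force-coupled to calcium, loaded with no-wash calcium dye. Compound added with 180 s kinetic read for agonism, then EC20 dopamine and a further 180 s read for potentiation.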
# TRHR PAM: qHTS for Small Molecule Agonists and Allosteric Enhancers of Human TRH Receptor: Primary Screen for Enhancers; TRHR cells, fluo-8 calcium fluorescence, EC20 TRH enhancement; enhancement, % at 2 µM; 0.66% of 360,000 active; AID 493056, 2011; in the data active = enhancement above about 30%; note: 0% is about no effect
# Target sequence (P34981 whole entry, looked up): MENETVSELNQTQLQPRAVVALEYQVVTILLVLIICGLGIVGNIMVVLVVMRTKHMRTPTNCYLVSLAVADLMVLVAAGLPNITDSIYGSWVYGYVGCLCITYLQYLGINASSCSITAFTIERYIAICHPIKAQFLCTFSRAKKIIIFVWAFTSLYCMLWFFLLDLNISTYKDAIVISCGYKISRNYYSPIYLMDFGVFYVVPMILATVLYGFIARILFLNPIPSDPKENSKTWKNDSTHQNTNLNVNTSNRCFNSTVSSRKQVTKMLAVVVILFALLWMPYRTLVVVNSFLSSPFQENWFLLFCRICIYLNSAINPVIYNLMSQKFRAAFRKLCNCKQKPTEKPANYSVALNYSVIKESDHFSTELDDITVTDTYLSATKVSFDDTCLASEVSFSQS
#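 Enhancer read-out: after compound pinning and an initial kinetic agonist-mode read, an EC20 of TRH (10 nM final) was injected and fluo-8 calcium signal (Ex 480/Em 530) followed at 1 s/cycle for 100 cycles in TRHR-expressing cells.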
# D1 ag: Allosteric Agonists of the Human D1 Dopamine Receptor: qHTS. D(1A) dopamine receptor (Homo sapiens), P21728. HEK293 T-REx D1 cells, calcium flux, agonist mode. activation, % at 2 µM. 1% of 360,000 active; in the data active = activation above about 30%; note: 0% is about no effect
#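 Agonism was scored from calcium flux recorded over 180 s (1 read/s) after pintool compound addition, following a 10-cycle baseline. Cells were inducible force-coupled HEK293 TREx D1, plated overnight at 30 C and loaded with no-wash calcium dye.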
# D1 PAM: Potentiators of Human D1 Dopamine Receptor: qHTS | potentiation, % at 10 µM | HEK293 TREx D1 cells, calcium flux, dopamine EC20 potentiation | AID 504651, 2011 | 0.036% of 360,000 active | D(1A) dopamine receptor (Homo sapiens), P21728; in the data active = potentiation above about 30%; note: 0% is about no effect
# D2 agonist: HTS Assay for Allosteric Agonists of the Human D2 Dopamine Receptor: Primary Screen for Agonists. 0.53% of 340,000 active. activation, % at 2 µM. D(2) dopamine receptor (Homo sapiens), P14416. AID 485358, 2010. HEK293 T-REx D2 cells, calcium flux agonist mode;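 active = activation over 3 SD above normal in the single-dose calcium agonist read, cut at about 30% in these data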; note: 0% is about no effect
#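 HEK293 Trex D2 cells, tetracycline-induced, o/n 30 C 5% CO2; no-wash Ca dye, RT 30–90 min; 10-cycle baseline, 23 nl cpd added, kinetic Ca read 180 s; agonist hits = positive Ca response.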
# RXFP1 agonist: qHTS Assay for Agonists of the Relaxin Receptor RXFP1; Potency, µM (top dose mostly 57.5 µM), for the others: at the top dose activation, usual class: activators; 0.3% of 370,000 active; HEK293T-RXFP1 cAMP TR-FRET, 30 min; response scale: percent of porcine relaxin response, buffer zero; Relaxin receptor 1 (Homo sapiens), Q9HBX9; active = well fitted activation curve with a large enough effect; note: potency is the fitted concentration of half-maximal effect; % is set by controls: 0 for no effect and ±100 for the full control effect; nearly all actives have a fitted effect of over 60% in size; many of its hits are not listed in these tables
#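 Agonist response is measured as cAMP accumulation in an RXFP1-transfected HEK293T line under PDE4 inhibition. Values are scaled between buffer-only and 29 nM porcine relaxin, and EC50s come from standard Hill equation fits.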
# D2 antagonist: HTS Assay for Allosteric Antagonists of the Human D2 Dopamine Receptor: Primary Screen for Antagonists | D(2) dopamine receptor (Homo sapiens), P14416 | 2% of 340,000 active | AID 485344, 2010 | HEK293 TREx D2 cells, calcium flux, dopamine EC80 | inhibition, % at 10 µM; in the data active = inhibition above about 30%; note: 0% is about no effect
#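 Cells plated overnight at 30 C with tetracycline; no-wash calcium dye, 30–90 min RT; 10 s baseline; compound pinned; 180 s read; EC80 dopamine added; another 180 s read.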
# RXFP1 antag: qHTS Assay for Antagonists of the Relaxin Receptor RXFP1; AID 1259400, 2018; HEK293-RXFP1, relaxin-stimulated cAMP HTRF, 30 min; hits give low values; Relaxin receptor 1 (Homo sapiens), Q9HBX9; activity change, negative = inhibition, % at 57.5 µM; 0.59% of 350,000 active;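 active = activity change of -60% or lower, but not beyond a set lower limit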; note: % is set by controls: 0 for no effect and ±100 for the full control effect
# D1 antag: Antagonist of Human D 1 Dopamine Receptor: qHTS; D(1A) dopamine receptor (Homo sapiens), P21728; HEK293 TREx D1 cells, calcium flux, dopamine EC80; hits give low values; activity change, negative = inhibition, % at 10 µM; 3.2% of 360,000 active; in the data active = activity change below about -30%; note: % is set by controls: 0 for no effect and ±100 for the full control effect
#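 HEK293 T-REx cells expressing inducible, force-coupled D1 receptor; no-wash Ca dye, 30–90 min RT. Cmpd → 180 s read at 1 Hz → EC80 DA → 180 s read.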
# Starred values were filed as active, the others as inactive; / = not tested or not shown; & = joins results of further samples. The list is partial; the hit share may differ from the screen's.
# Below each SMILES: D2 PAM, TRHR PAM, D1 ag, D1 PAM, D2 agonist, RXFP1 agonist, D2 antagonist, RXFP1 antag, D1 antag
COc1ccccc1C(=O)Nc1ccc2nc3n(c(=O)c2c1)CCCC3
    -1, -3, 2, -7, 0.5, 6.3%, 9, 2, -3
CCN1C(=O)c2ccccc2S(=O)c2ccc(C(=O)N3CCN(c4cccc(Cl)c4)CC3)cc21 (configuration not stated)
    -6, -6, 2, 0, 0.3, 0.8%, /, /, 10
O=C(CSc1nnc(-c2ccncc2)n1Cc1ccco1)Nc1nc(-c2ccccc2)cs1
    3, -3, 4, -3, 0.2, 0.6%, 15, -16, -3
COc1cccc(-c2nn[nH]n2)c1O
    4, -3, 4, -2, 1.8, -0.3%, 4, -6, 12
COc1cc(Cc2nccc3cc(OC)c(OC)cc23)c(NC(C)=O)cc1OC
    8, 5, -3, 5, -1.6, -0.9%, 3, 4, 0
COC(=O)C1=C(C)N(Cc2ccccc2)C(=NCc2ccccc2)N[C@H]1c1cccc(F)c1
    -11, 0, 14, -4, -0.1, -2.3%, 16, /, -6
CCOc1ccc(CNC(=O)c2cc(=O)[nH]c3ccc(S(=O)(=O)N4CCCC4)cc23)cc1
    11, 10, -3, 0, -0.3, -0.5%, /, -8, 12
O=C(CSc1nc(=O)n(CCN2CCOCC2)c2c1CCC2)Nc1ccc(OC(F)(F)F)cc1
    -11, 0, 1, -5, 0.6, 2.3%, -7, 14, 4
CCOc1cc2c(cc1OCC)C(CC(=O)OC)N(C(=O)Nc1cc(C)cc(C)c1)CC2 (configuration not stated)
    -1, -2, 1, -1, 4.0, 1.5%, /, 7, -13
O=S(=O)(c1cccc(C(F)(F)F)c1)N1CCN(c2nnnn2-c2ccccc2)CC1
    3, -2, 3, -4, -1.2, -0.3%, -6, -2, 14
COc1ccc(S(=O)(=O)c2cc(NS(=O)(=O)c3ccc(Cl)cc3)c(C)c(C)c2O)cc1
    10, -2, 0, -3, 0.5, 4.6%, /, /, -13
CC(Oc1ccc2c3c(c(=O)oc2c1)CCCC3)C(=O)NC1CC(C)(C)NC(C)(C)C1 (configuration not stated)
    1, 3, 0, -1, 0.5, 2.3%, 8, -3, -2
CNc1nc(-c2c(C)[nH]c3ccc(OC)cc23)cs1
    -5, 3, 3, 0, 1.5, 2.2%, 6, -2, 3
O=C(Nc1cc(S(=O)(=O)N2CCOCC2)ccc1N1CCOCC1)c1ccc(S(=O)(=O)N2CCCCC2)cc1
    -6, -8, 5, -8, 1.6, -4.6%, 8, 12, -23
Cc1c(NC(=O)CSc2nnc(-c3ccco3)n2-c2ccccc2)c(=O)n(-c2ccccc2)n1C
    1, 2, 1, -2, 0.4, 1.8%, -8, -20, 8
Nc1c(C(=O)NCc2ccc(Cl)cc2)sc2nc3c(c(C(F)(F)F)c12)CCC3
    4, 6, 2, -3, 0.8, 0.3%, -5, -16, 9
Cc1ccc2nc(N(CCCN(C)C)C(=O)c3cc(-c4cccs4)nc4ccccc34)sc2c1
    -4, -1, 17, 1, 0.9, 17%, 2, -14, 10
Cc1c(-c2ccc(/C=N/NC(=O)C(=O)Nc3ccccc3F)o2)cccc1[N+](=O)[O-]
    5, 5, 2, -4, 0.4, 1.6%, 1, 6, -2
COCC(=O)N(Cc1cc2cc(C)ccc2[nH]c1=O)c1ccc(C)c(C)c1
    14, 31*, 1, -1, /, -1.8%, /, -14, 6
CC1(C)OC(=O)C(=CNCCc2ccc(O)cc2)C(=O)O1
    -1, 5, -1, -1, -0.9, 4.5%, 15, -3, 8
COc1cccc(NC(=O)C2CCN(S(=O)(=O)c3c(C)noc3/C=C/c3cccs3)CC2)c1
    -7, -1, 5, 0, 0.2, -0.6%, /, 22, 11
Cc1ccc(C(=O)N/C(=C/c2cccc([N+](=O)[O-])c2)C(=O)NC(C)C)cc1
    9, -3, 0, -23, -0.5, 0.6%, -11, 8, -9
CCCNC(=O)c1c(C)cc(=O)oc1C
    -9, 7, -1, -1, /, 0.0%, /, -1, -5
CCOc1nc2cnccc2n(CC(=O)Nc2ccccc2F)c1=O
    2, -1, 4, 15, 0.3, 10%, 11, -8, 5
CC(CNC(=O)C1CCCCC1)NC(=O)C1CCCCC1 (configuration not stated)
    -15, 2, 0, 1, -0.3, -0.7%, -4, 2, -3
Clc1ccc(Nc2nc(N3CCOCC3)nc(N3CCOCC3)n2)cc1Cl
    -11, -1, 3, -2, -1.1, -1.4%, -2, -18, 1
O=C(Oc1ccccc1Cl)c1ccccc1P(=O)(O)O
    -8, -1, 1, 3, 0.1, 0.7%, 10, 25, 6
CN(Cc1ccccc1)C(=O)COC(=O)c1ccc2c(c1)OCO2
    -5, 5, 0, -5, 0.0, -0.9%, -1, 7, -23
CC(=O)Nc1ccc(NC(=O)CSc2nnnn2-c2ccc3c(c2)OCCO3)cc1
    -1, -2, 4, -2, 0.0, 2.7%, 6, -6, 6
O=c1[nH]c2cccc(F)c2n2cccc12
    -1, -6, 1, -4, 0.4, 1.1%, 11, -2, 4
Cc1cccc(N2C(=O)CS/C2=N\NC(=O)c2ccc(Cl)cc2)c1C
    -12, 2, -4, -7, 0.1, 3.3%, 3, -18, 23
CCOC(=O)c1ccc(N/C=C/C(=O)c2ccc(OC)cc2)cc1
    -6, 2, 0, 0, 0.0, 1.2%, -1, 13, 1
CCOC(=O)c1ccccc1NC1CC(=O)N(c2ccccc2C)C1=O (configuration not stated)
    -3, 0, 3, -2, -0.8, 2.0%, -9, 11, 3
COc1ccc([N+](=O)[O-])cc1N(CC(O)Cn1nnc2ccccc21)S(=O)(=O)c1ccc(C)cc1 (configuration not stated)
    -7, -1, 7, 1, -0.9, 1.9%, 12, -5, 5
O=C(Nc1cccnc1Cl)c1cc([N+](=O)[O-])ccc1Cl
    3, 2, 3, 1, 0.3, 5.7%, 1, -3, 11
COc1ccc(CCNC(=O)Cn2c(=O)cc(C(F)(F)F)c3c(C)nn(C)c32)cc1OC
    -13, 2, 0, -6, /, 0.3%, /, -1, 22
CN(C(=O)Nc1cn(C)c(=O)c2ccccc12)c1ccccc1
    6, -2, -1, 5, -0.2, 1.4%, /, /, 3
CCOc1ccc(NC(=O)CN2CCN(S(=O)(=O)c3ccc(OC)cc3)CC2)cc1
    4, -1, 2, 1, -0.1, -1.4%, /, -13, -16
Nc1cc2c(cc1[N+](=O)[O-])OCCOCCOCCO2
    -6, -5, 2, -4, 1.5, 2.8%, 11, -19, 12
O=C(Nc1ccon1)Nc1cc(Cl)ccc1Cl
    /, -13, 3, 2, /, 2.3%, /, -6, 9
COc1ccc(Cc2nnc(NC(=O)Nc3ccccc3F)s2)cc1OC
    -2, 1, 1, 0, -0.2, -3.0%, 2, 10, 6
O=C(Nc1ccccc1N1CCCCC1)C1CCN(S(=O)(=O)c2ccccc2C(F)(F)F)CC1
    -5, -18, 2, -4, -0.6, -0.2%, 3, 10, 6
CCN(CC)CCNCC(=O)Nc1ccc(Oc2ccccc2)cc1
    16, 14, 12, -8, 0.5, 0.2%, 10, -6, -3
Cc1ncccc1C(=O)N1CCCC(CCC(=O)N2CCN(c3ccccn3)CC2)C1 (configuration not stated)
    2, 2, 5, -3, 0.1, 0.7%, 4, -5, 2
O=C(/C=C/c1cccs1)NC(=S)NNC(=O)Cc1cccs1
    -1, 4, 5, -6, 3.9, -0.5%, 1, -28, -6
COc1ccc(S(=O)(=O)N2CCCCCC2)cc1N(C)S(=O)(=O)c1ccccc1
    -7, -10, 11, -10, -0.1, -0.1%, -10, 1, -42*
Cc1occc1C(=O)Nc1c(F)cc(F)cc1Br
    -12, -7, 4, 2, -0.1, -0.9%, 34*, 17, -10
COc1cccc(CNC(=O)CCC2CCCN(C(=O)c3ccoc3)C2)c1 (configuration not stated)
    -4, 8, 1, -4, 0.4, 0.9%, 5, -3, 2
Cc1ccc(S(=O)(=O)Nc2nc(C)cc(NN)n2)cc1
    3, -6, 0, 0, 0.0, -1.0%, -4, -15, -9
O=C(Cc1cnc2ncnn2c1)N1CCc2c([nH]c3ccccc23)C1c1ccccc1F (configuration not stated)
    -1, 4, 1, 0, 0.5, -1.2%, -2, -5, -18
O=C(N/N=C/c1ccc(F)cc1)c1ccncc1
    10, -2, 0, -12, 1.2, -0.3%, 10, -10, -8
Cc1cc(O)c(C(C)C)cc1NC(=O)Nc1cccc2ccccc12
    -18, -11, 0, -2, 0.4, 1.1%, 10, -21, -28
Nc1cccc(C(=O)OCC(=O)c2ccccc2)c1
    1, -15, 3, -7, 0.2, 1.6%, 10, 5, 10
CCOc1ccc(S(=O)(=O)N(CC(=O)NC2CCCCC2C)Cc2ccco2)cc1 (configuration not stated)
    -34, 3, 2, -5, 0.3, 1.8%, 12, -10, 9
Cc1cccc(Cn2c(CN3CCC(C(=O)NCc4ccccc4Cl)CC3)cc3ccccc32)c1
    -8, -3, 2, 0, 0.3, -0.7%, /, 4, 31
CCOC(=O)C1CCCCN1C(=O)CCc1c(C)nc2ncnn2c1C (configuration not stated)
    -1, 3, -1, -2, -0.4, 4.4%, 22, -4, 13
COc1ccc(CNC(=O)C(=O)NCC2OCCCN2S(=O)(=O)c2cccs2)cc1 (configuration not stated)
    -5, -7, -1, -1, 0.4, 0.7%, -4, 2, -3
CCC(C)(C)NC(=O)C(NS(=O)(=O)c1cccs1)c1ccccc1 (configuration not stated)
    8&-6, -3&-4, 0&0, -3&-3, 0.2&-2.0, -1.1%&1.3%, 5, 4, -3&-10
COc1ccccc1OCc1nc(C#N)c(NCc2ccco2)o1
    -12, -4, 1, -7, 0.0, 1.0%, -3, -4, 7
Cc1ccccc1CN1C(=O)CS/C1=N/N=C/c1ccco1
    -15, -5, 1, 1, 0.9, 5.5%, 17, -38, 8

# A section from further up:
# Below each SMILES: D2 PAM, TRHR PAM, D1 ag, D1 PAM, D2 agonist, RXFP1 agonist, D2 antagonist, RXFP1 antag, D1 antag
CCN(CC)CCNCC(=O)Nc1ccc(Oc2ccccc2)cc1
    16, 14, 12, -8, 0.5, 0.2%, 10, -6, -3
Cc1ncccc1C(=O)N1CCCC(CCC(=O)N2CCN(c3ccccn3)CC2)C1 (configuration not stated)
    2, 2, 5, -3, 0.1, 0.7%, 4, -5, 2
O=C(/C=C/c1cccs1)NC(=S)NNC(=O)Cc1cccs1
    -1, 4, 5, -6, 3.9, -0.5%, 1, -28, -6
COc1ccc(S(=O)(=O)N2CCCCCC2)cc1N(C)S(=O)(=O)c1ccccc1
    -7, -10, 11, -10, -0.1, -0.1%, -10, 1, -42*

# From PubChem BioAssay
